# NPC1 prom act: activators of NPC1 promoter; Potency, µM (titrated, usually from 9.22 µM), without a hit: at the top dose activation, hits mostly activators; 320,000 compounds, 2.4% hits; Huh7 NPC1 promoter luciferase reporter, 24 h;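 also: % of control where 0% means no effect; nearly all actives have a fitted effect of over 60% in size; reporter is driven by a mutant NPC1 promoter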
#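 Luminescence read-out of NPC1 promoter-driven luciferase in stably transfected Huh7 cells; compounds delivered in DMSO and left 24 h at 37C, 5% CO2, qHTS titration format.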
# p53 reactivation: restores transcriptional activity of mutant p53. H1299 p53-A138V BP100-luciferase reporter, luminescence, 24 h. Potency, µM (doses to about 92.2 µM), for the others: at the highest dose activity change, positive = activation, most hits filed as activators. 320,000 compounds, 0.063% hits. AID 504706; also: % of control where 0% means no effect; nearly all actives have a fitted effect of over 45% in size
#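 p53-null H1299 cells stably carrying temperature-sensitive p53-A138V and a BP100-luciferase reporter were pinned with compounds (4-point, 1:5 series) and held 24 hrs at 37 deg C. Luminescence was read 10 min after detection reagent.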
# MBNL1-CUG inh: inhibitors of human MBNL1 binding to CUG repeat RNA; Q9NR56; AID 2675; TR-FRET MBNL1-His/biotin-(CUG)12 binding, 665/545 ratio; Potency, µM (highest dose often 57.5 µM), without a hit: at the highest dose activity change, negative = inhibition, actives largely listed as inhibitors; 280,000 compounds, 0.036% hits; active = well fitted inhibition curve with a large enough effect in the signal ratio, with a control signal flat, not every such curve was filed as active; inconclusive = small, poorly fitted or top-dose-only effect, or effect the other way, or a change in a side signal; inactive = no such curve, though single readings can be large or run the other way; the % refers to the signal ratio; also: % is scaled to controls: 0 for no effect and ±100 for the full control effect
#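 Compounds (final 92 nM to 58 uM) are added to His-tagged MBNL1 and biotin-(CUG)12, then terbium anti-His antibody and streptavidin-XL665 (5 nM final). After 60 min at room temperature, the 665/545 nm ratio is read.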
# Gal4-VP16 FLuc: Gal4-VP16 reporter inhibition counter-screen. Potency, µM (doses to about 53.6 µM), inactives show top-dose activity, negative = inhibition, most hits filed as inhibitors. AID 2546. 310,000 compounds, 3.5% hits. Drosophila S2 Gal4-VP16 UAS-luciferase, luminescence, 20 h;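 also: Gal4-VP16 expression switched on by copper sulfate through the metallothionein promoter; % is scaled to controls: 0 for no effect and ±100 for the full control effect; nearly all actives have a fitted effect of over 50% in size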
# RORg inh: blocks mouse ROR gamma transcriptional activity | P51450 | Drosophila S2 Gal4-RORgamma UAS-luciferase reporter, 20 h | Potency, µM (series often up to 53.6 µM), for inactives: top-dose activity change, negative = inhibition, usual class: inhibitors | 310,000 compounds, 5.4% hits; also: % is scaled to controls: 0 for no effect and ±100 for the full control effect; nearly all actives have a fitted effect of over 60% in size
# Target sequence (P51450 whole entry, looked up, the tested form may be a part): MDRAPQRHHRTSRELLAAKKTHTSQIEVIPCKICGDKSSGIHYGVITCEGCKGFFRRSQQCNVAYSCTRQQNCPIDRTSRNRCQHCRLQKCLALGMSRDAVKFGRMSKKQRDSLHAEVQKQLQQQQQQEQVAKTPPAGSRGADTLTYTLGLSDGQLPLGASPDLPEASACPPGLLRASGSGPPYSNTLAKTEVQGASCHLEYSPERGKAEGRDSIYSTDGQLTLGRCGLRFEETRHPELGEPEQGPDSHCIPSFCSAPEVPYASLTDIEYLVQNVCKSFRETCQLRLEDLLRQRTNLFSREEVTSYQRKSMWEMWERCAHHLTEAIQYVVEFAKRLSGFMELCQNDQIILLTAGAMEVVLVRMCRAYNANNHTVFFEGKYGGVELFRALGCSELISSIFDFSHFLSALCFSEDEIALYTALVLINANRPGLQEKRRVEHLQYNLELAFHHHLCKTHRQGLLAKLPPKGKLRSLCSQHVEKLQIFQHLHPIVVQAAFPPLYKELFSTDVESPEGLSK
#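 Compounds are pin-transferred onto Drosophila Schneider cells expressing a copper-inducible Gal4–ROR gamma transactivation domain fusion. After 1 hr, copper sulfate is added to 700 uM final; luciferase is read 20 hr later.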
# ELG1 genotox: inducers of genotoxicity in HEK293T ELG1-luciferase cells | HEK293T ELG1-luciferase reporter, luminescence, 16 h | Potency, µM (doses to about 46 µM), without a hit: at the highest dose activity change, positive = activation, usual class: activators | 330,000 compounds, 1.3% hits | AID 504466; also: % of control where 0% means no effect; nearly all actives have a fitted effect of over 60% in size
#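 Quantitative HTS format in 1536-well plates. HEK293T ELG1-luciferase reporter cells receive test compound and are incubated 16 hr at 37 °C, 5% CO2; ONE-Glo added, 30 min room temperature, then luminescence read.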
# FLuc modulator: firefly luciferase modulation, counter-screen for miR-21 project; Potency, µM (highest dose often 57.5 µM), inactives show at the top dose activity change, negative = inhibition, hits mostly inhibitors; P08659; AID 588342; 360,000 compounds, 6.9% hits; purified FLuc, Km substrates, luminescence inhibition;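 also: plate controls were vehicle for no effect and reference inhibitor for full effect; nearly all actives have a fitted effect of over 55% in size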
# Target sequence (P08659 whole entry, looked up): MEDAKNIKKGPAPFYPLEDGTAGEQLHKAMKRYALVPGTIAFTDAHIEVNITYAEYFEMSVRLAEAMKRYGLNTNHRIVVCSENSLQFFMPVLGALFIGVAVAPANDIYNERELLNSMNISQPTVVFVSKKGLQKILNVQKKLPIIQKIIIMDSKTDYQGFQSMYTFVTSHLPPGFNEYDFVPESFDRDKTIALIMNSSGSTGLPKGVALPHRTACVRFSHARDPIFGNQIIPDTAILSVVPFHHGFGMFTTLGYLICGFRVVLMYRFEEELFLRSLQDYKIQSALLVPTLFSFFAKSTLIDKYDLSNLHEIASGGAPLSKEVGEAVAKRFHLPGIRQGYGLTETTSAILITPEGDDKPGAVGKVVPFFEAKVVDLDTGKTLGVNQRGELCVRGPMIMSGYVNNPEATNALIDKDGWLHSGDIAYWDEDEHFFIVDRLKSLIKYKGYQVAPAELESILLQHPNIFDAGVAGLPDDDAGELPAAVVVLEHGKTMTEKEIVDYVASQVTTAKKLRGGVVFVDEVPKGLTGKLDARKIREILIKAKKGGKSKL
#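 Purified P. pyralis luciferase, 10 nM final, with Km-level 10 uM D-luciferin and 10 uM ATP in 50 mM Tris acetate pH 7.5, 10 mM Mg acetate, 0.01% Tween-20, 0.05% BSA; 6-point qHTS titration about 60 µM downward; luminescence read.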
# BRCA1 expr up: BRCA1 expression activation; 380,000 compounds, 1.1% hits; Potency, µM (doses to about 46.1 µM), for inactives: at the top dose activation, usual class: activators; AID 624202; MCF7-BRCA1-FFLuc reporter, luminescence, 48 h; response scale: scaled: vehicle 0%, 10 µM genistein 100%; also: nearly all actives have a fitted effect of over 80% in size; some results filed as inactive show a strong effect at the top dose
#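 Cells: MCF7-BRCA1-FFLuc, 2000/well. Exposure: 48 h, 37 °C, 5% CO2. Read: luminescence, 15 min post-substrate. Controls: genistein 10 microM (maximal activation), DMSO (neutral).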
# uPA generation: cell surface uPA generation inhibition | cell surface uPA generation assay, qHTS | Potency, µM (titrated, usually from 38.3 µM), for inactives: top-dose activity change, negative = inhibition, hits mostly inhibitors | 330,000 compounds, 0.31% hits; active = well fitted inhibition curve with a large enough effect; inconclusive = small, poorly fitted or top-dose-only effect; inactive = no such curve, though single readings can be large or run the other way; tested in mouse RAW 264.7 cells; also: % is scaled to controls: 0 for no effect and ±100 for the full control effect; nearly all actives have a fitted effect of over 55% in size
# Rab9 prom act: activates the Rab9 promoter; Huh7 Rab9 promoter-luciferase reporter, luminescence, 24 h; Potency, µM (series often up to 9.22 µM), without a hit: at the top dose activation, negative = inhibition, most hits filed as activators; 320,000 compounds, 2.8% hits; also: % of control where 0% means no effect; nearly all actives have a fitted effect of over 60% in size
#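 Huh7 reporter line, Rab9 promoter upstream of luciferase. Compound exposure 24 h at 37 °C in reduced-serum medium with 10% FBS. Read-out: luminescence.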
# An asterisk follows results filed as active; ? = inconclusive; . = not tested or not shown; & = joins results of further samples; [ ] = remark or other dose. Unless noted, calls follow the shape of the dose curve; as a rule, active = well fitted curve in the direction sought with a large enough effect; inconclusive = small, poorly fitted or top-dose-only effect, or another doubt; inactive = no such curve, though single readings can be large; an effect the other way counts as inactive or inconclusive. Potency is read from the fitted curve at half-maximal effect.
SMILES,NPC1 prom act,p53 reactivation,MBNL1-CUG inh,Gal4-VP16 FLuc,RORg inh,ELG1 genotox,FLuc modulator,BRCA1 expr up,uPA generation,Rab9 prom act
C[C@@]1([C@@H](NP(=O)(c2ccccc2)c2ccccc2)c2ccccc2)C[C@H]1CCO,-1%,-4%,11%,-13%&-12%,-17%&8%,2%,-17%,-28%,-10%,-11%
Cc1ccc(-c2nc(N(C)C3CCN(C)CC3)c3ccccc3n2)cc1,-1%,-3%,-15%,6%,-8%,11%,-21%,-31%,-5%,4%
N[C@@H](Cc1c[nH]c2ccccc12)c1nnc(SCc2ccccc2F)o1,-2%,-4%,-7%,-2%,10%,2%,1%,0%,7%,-3%
Cn1c(C(=O)N2CCC(C(=O)N3CCC4(CC3)OCCO4)CC2)cc2sccc21,-2%,1%,-5%,10%,12%,-2%,-3%,2%,-9%,-2%
COc1ccc(-c2sc3ccccc3c2-c2ccc(OCCN(C)C)cc2)cc1,.,-1%,.,.,.,-15%,.,-5%,?,.
O=[N+]([O-])c1cccc(O)c1,0%,5%,.,-15%,30%,-1%,0%,14%,12%,-6%
C=CCN1C(=O)C2(C(C(=O)OCC)=C(N)Oc3c2c(=O)oc2ccccc32)c2ccccc21 (centres undefined),3%,3%,-2%,-5%[0.365 µM],52%,-1%,-48%,-4%,6%,-10%
CC(=O)O[C@H]1C[C@@H]2CC[C@@H]3[C@H](CC[C@]4(C)C(=O)CC[C@@H]34)[C@@]2(C)C[C@@H]1OC(C)=O,0%,4%,.,.,.,?,4%,-9%,-7%,0%
CN1CCc2cc(O)cc3c2[C@H]1Cc1ccc(O)c(O)c1-3,-5%[46.1 µM],.,.,.,.,.,.,-21%&-5%,?,-3%[46.1 µM]
C[C@]12CC(=O)CC1CCC1C2CC[C@@]2(C)C1CC[C@@H]2O (some centres undefined),-8%,-5%,-10%,-19%,2%,-6%,6%,12%,-5%,-10%
O=C1NC(=O)N(Cc2ccco2)C(=O)/C1=C\c1cccn1CCOc1ccc(Cl)cc1,1%,9%,-14%,?,-12%,11%,4%,19%,-4%,0%
O=S1(=O)N(Cc2ccc(F)cc2)CCCN1Cc1ccccc1Cl,-1%,0%,-5%,6%,18%,-5%,3%,-26%,1%,-1%
COC(=O)C1C2CC[C@@H](CC1OC(=O)c1ccccc1)N2 (some centres undefined),.,1%,.,.,.,2%,.,7%,-54%,.
Cc1ccc(O)c(NC(=O)c2noc(C(C)C)c2[N+](=O)[O-])c1,-2%,?,9%,?,43%,?,19µM*,4%,?,-3%
CN(C)CCN=Cc1c(O)n(CCC2=CCCCC2)c(=O)[nH]c1=O,-2%,1%,3%,-5%,8%,4%,-2%,1%,.,-11%
COC(=O)c1c(C)n(Cc2ccccc2)c2ccc(O)cc12,-6%,-3%,17%,-9%,20%,-7%,?,0%,4%,-3%
COc1ccc(-c2ccccc2[C@H]2[C@@H]3C=CC[C@@H](C)[C@@H]3C(=O)N2Cc2ccccc2)cc1,.,-5%,.,?,?,-4%,.,-18%,?,.
CCOc1ccc(Cc2c(O)[nH]c(=O)[nH]c2=O)cc1,4%,-8%,-8%,-5%,-2%,-1%,1%,-12%,-1%,-4%
O=C1NC(=O)C(C(CC(=O)c2ccccc2)c2ccccc2)C(=O)N1 (centres undefined),-4%,3%,?,19%,-21%,0%,-18%,.,2%,1%
C=CCn1c(O)c(/C=N/N2CCCCC2c2cccnc2)c(=O)[nH]c1=S (centres undefined),-1%,-4%,.,-9%,14%,0%,0%,7%,-1%,-1%
CCN(CC)P(=O)(c1n(CC)cc[n+]1CC)N(CC)CC,-3%,-3%,-1%,-9%,5%,3%,-4%,22%,1%,-5%
COc1ccc(C(=O)C(C)(C)NO)cc1,-2%,0%,-7%,-10%,6%,-4%,0%,28%,2%,1%
Cc1ccc(-n2c(O)c(C=NCCN3CCOCC3)c(=O)[nH]c2=O)cc1,-3%,-1%,-6%,-2%,?,2%,5%,14%,-2%,0%
CN(C)CC1CSCCC1(O)c1cccc(Cl)c1 (centres undefined),-2%,-12%,?,-6%,-7%,0%,-2%,-5%,4%,1%
O=c1[nH]c(=O)n(Cc2ccccc2)c(O)c1/C=N/NCCO,1%,-2%,0%,-7%,-1%,-3%,-1%,-9%,0%,-3%
Cc1ccsc1C(=O)C1CCCN(Cc2ccn[nH]2)C1 (centres undefined),1%,-5%,1%,-11%,1%,-4%,2%,0%,7%,1%
CC(C)Cn1c(N)c(C(=O)COC(=O)c2cc(C3CC3)nc3ccccc23)c(=O)n(C)c1=O,-5%,8%,53%[activator],?,?,-5%,-1%,-65%,?,-1%
CN(C)S(=O)(=O)c1cc(NC(=O)COC(=O)Cc2ccccc2)ccc1Cl,-1%,6%,-8%,3%,?,2%,-15%,-22%,-7%,-5%
N#Cc1c(/N=C/c2ccc(O)cc2O)sc2c1C1CCN2CC1,-4%,23%,.,-6%,7%,8%,6µM*,-14%,-3%,4%
CCCCc1cc(=O)oc2cc(OCC(=O)N3C[C@H]4C[C@@H](C3)c3cccc(=O)n3C4)c(Cl)cc12,0%,7%,20%,-6%,25%,1%,3%,-31%,-1%,-1%
CN1CCC(O)(c2ccccc2)C(C(=O)c2ccccc2)C1 (centres undefined),2%,5%,8%,?,?,10%,2%,-18%,0%,4%
CCOC(=O)N(C)c1ccc(C(O)(C(=O)OC)C(F)(F)F)cc1 (centres undefined),-2%,13%,-2%,-4%,-1%,3%,-3%,-1%,13%,-2%
COc1ccc(NC(=O)CN2CC=C(c3ccccc3)CC2)cc1S(=O)(=O)N1CCOCC1,-2%,-4%,7%,-18%,4%,-5%,-6%,5%,-4%,-2%
CC1CC(OC(=O)c2ccccc2)CC(C)N1C (centres undefined),5%,-15%,.,-2%,-12%,0%,-3%,-6%,7%,0%
O=P1(NCc2ccco2)COc2ccccc2OC1,4%,1%,2%,-2%,1%,-3%,1%,1%,-4%,-1%
CC(=O)c1ccc(Oc2ccc(C(=O)c3ccc(C)c(C)c3)cc2[N+](=O)[O-])cc1,1%,11%,?,-5%,16%,3%,-5%,-9%,3%,-2%
O=C(C1CCCN1S(=O)(=O)c1cccc2nsnc12)N1CCN(c2ccccc2)CC1 (centres undefined),1%,-4%,?,19%,22%,-4%,0%,-1%,1%,-1%
O=C(CCc1ccccc1)N1C[C@H]2C[C@@H](C1)c1cccc(=O)n1C2,8%,.,-9%,-3%,2%,4%,1%,3%,14%,-3%
Cc1ccc(-n2nc(C)c3c2OC(N)=C(C#N)C3c2cccs2)cc1 (centres undefined),15%,14%,14%,?,23%,14%,?,-2%,0%,-1%
COC(=O)c1ccc(NC(=O)CSc2nc3ccc(N4C(=O)C5C6C=CC(C6)C5C4=O)cc3s2)cc1 (centres undefined),-4%,23%,11%,-14%,5%,-13%,13µM*,-88%,-10%,-8%
CC(C)Oc1ccc(C(=O)Nc2ccc(Cl)c(S(=O)(=O)Nc3ccc(Cl)cc3)c2)cc1,-2%,10%,-3%,?,?,-10%,15µM*,-84%,?,1%
CCOP(=O)(OCC)c1cccc(O)c1,-3%,-6%,4%,7%,34%,2%,-3%,3%,5%,6%
Cc1ccccc1NC1=NCCCS1,-4%,1%,-9%,-7%,-35%,-6%,-1%,1%,1%,-7%
CN1CCN(Cc2ccccc2Sc2ccccc2)CC1,1%,8%,-29%,-2%,-6%,1%,2%,-9%,2%,6%
Cc1nc2nc(C)c(CCC(=O)N3CCC4(CC3)OCCO4)c(C)n2n1,0%,2%,-4%,0%,14%,0%,1%,-6%,-7%,-2%
O=S(=O)(NC1CCCCC1)OCC(Cl)(Cl)Cl,-3%,.,-2%,0%,-8%,-6%,2%,-20%,-4%,0%
Cc1cccc(-c2nc3ccc(C(=O)N4CCC5(CC4)OCCO5)cc3nc2-c2cccc(C)c2)c1,-17%,-4%,17%,-8%,36%,-12%,0%,-46%,-2%,1%
Cc1c(N=Nc2c(O)[nH]c(=S)[nH]c2=O)c(=O)n(-c2ccccc2)n1C,-2%,-12%,?,-10%,18%,0%,0%,13%,-10%,-3%
O=[N+]([O-])c1cc(F)c(N2CCCC2)cc1Br,-6%,?,10%,-17%,7%,-3%,-1%,0%,-7%,-5%
Cc1cccc(NC(=O)c2nc[nH]c2C(=O)NCCCCCNC(=O)OC(C)(C)C)c1,5%,-18%,.,.,.,-12%,-18%,-69%,?,-2%
Cc1ccc(-c2nc3ccccc3c(=O)n2-c2cccnc2)cc1,-4%,1%,5%,-4%,4%,-1%,-1%,-10%,20%,-8%

# Compound profiles, from the list above.
# `O=[N+]([O-])c1cc(F)c(N2CCCC2)cc1Br` in the list: NPC1 prom act = -6%; p53 reactivation = ?; MBNL1-CUG inh = 10%; Gal4-VP16 FLuc = -17%; RORg inh = 7%; ELG1 genotox = -3%; FLuc modulator = -1%; BRCA1 expr up = 0%; uPA generation = -7%; Rab9 prom act = -5%
# `O=S(=O)(NC1CCCCC1)OCC(Cl)(Cl)Cl` in the list: NPC1 prom act = -3%; p53 reactivation = .; MBNL1-CUG inh = -2%; Gal4-VP16 FLuc = 0%; RORg inh = -8%; ELG1 genotox = -6%; FLuc modulator = 2%; BRCA1 expr up = -20%; uPA generation = -4%; Rab9 prom act = 0%

# Source: PubChem (National Center for Advancing Translational Sciences (NCATS))

# A portion of the library; rates above refer to the full screens.
